H9c2 protect: modulators protecting cardiomyocytes from myocardial damage | H9c2 cardiomyocytes, H2O2 injury protection, ATPLite, 2 h | protection from H2O2 cell death, % at 20 µM | 0.63% of 360,000 active;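 active = compounds giving at least 50% protection of heart cells from peroxide-induced death in the single-dose screen, raw or plate-pattern-corrected value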;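 also: 0% = DMSO wells with peroxide and 100% = DMSO wells without peroxide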
CaV13 FRET inh: Primary screen for inhibitors of IQ motif and Ca2+-dependent inactivation inhibitor domain binding in CACNA1D, Förster resonance energy transfer in living cells, …; HEK cells, CFP/YFP FRET ICDI-IQ, plate reader, 10 min; percent FRET-ratio fall versus neutral wells; inhibition, % at 12.3 µM; 0.098% of 340,000 active; AID 743397;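 active = mean replicate inhibition of at least 30% and at least 1% of replicates passing that level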;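 also: 0% = median of the neutral control wells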
PDI turbidity: blocks human protein disulfide isomerase activity; P07237; PDI insulin aggregation turbidity, A650, 90 min; inhibition, % at 10 µM; 0.052% of 350,000 active; AID 588391;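 active = mean inhibition across replicates of 30% or more, whatever share of single replicates reach that level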;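 also: absorbance from insulin aggregation driven by PDI reduction with DTT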
Exocytosis inh: blocks lytic granule exocytosis | TALL-104 LAMP-1 surface exposure, flow cytometry; cells stimulated with thapsigargin and PMA | inhibition, % at 10 µM | 0.66% of 360,000 active | AID 651702;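 active = inhibition above about 55%, limit read from the data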
Vif inh: inhibitors of HIV Vif; HEK293T cells, Vif self-association by quenched fluorescence, imaging, 24 h; 0.35% of 340,000 active; AID 602346; inhibition, % at 7.49 µM; in the data active = inhibition above about 50%, passing the limit was not always enough; also: some results filed as inactive read as strong as hits
ABCB6 inh MLPCN: human ABCB6 transporter inhibition | K562-ABCB6 porphyrin accumulation, flow cytometry, 1 h; hits give low values | fluorescence ratio to DMSO, % at 10 µM | 0.19% of 360,000 active | AID 602162;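 active = fluorescence ratio to DMSO below 75%, the collection mean minus 3 SD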;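 also: signal is porphyrin accumulated inside mitochondria; 100% equals median channel fluorescence of DMSO control wells; lower ratio means ABCB6 inhibition with less porphyrin fluorescence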
Target sequence (Q9NP58 whole entry, looked up): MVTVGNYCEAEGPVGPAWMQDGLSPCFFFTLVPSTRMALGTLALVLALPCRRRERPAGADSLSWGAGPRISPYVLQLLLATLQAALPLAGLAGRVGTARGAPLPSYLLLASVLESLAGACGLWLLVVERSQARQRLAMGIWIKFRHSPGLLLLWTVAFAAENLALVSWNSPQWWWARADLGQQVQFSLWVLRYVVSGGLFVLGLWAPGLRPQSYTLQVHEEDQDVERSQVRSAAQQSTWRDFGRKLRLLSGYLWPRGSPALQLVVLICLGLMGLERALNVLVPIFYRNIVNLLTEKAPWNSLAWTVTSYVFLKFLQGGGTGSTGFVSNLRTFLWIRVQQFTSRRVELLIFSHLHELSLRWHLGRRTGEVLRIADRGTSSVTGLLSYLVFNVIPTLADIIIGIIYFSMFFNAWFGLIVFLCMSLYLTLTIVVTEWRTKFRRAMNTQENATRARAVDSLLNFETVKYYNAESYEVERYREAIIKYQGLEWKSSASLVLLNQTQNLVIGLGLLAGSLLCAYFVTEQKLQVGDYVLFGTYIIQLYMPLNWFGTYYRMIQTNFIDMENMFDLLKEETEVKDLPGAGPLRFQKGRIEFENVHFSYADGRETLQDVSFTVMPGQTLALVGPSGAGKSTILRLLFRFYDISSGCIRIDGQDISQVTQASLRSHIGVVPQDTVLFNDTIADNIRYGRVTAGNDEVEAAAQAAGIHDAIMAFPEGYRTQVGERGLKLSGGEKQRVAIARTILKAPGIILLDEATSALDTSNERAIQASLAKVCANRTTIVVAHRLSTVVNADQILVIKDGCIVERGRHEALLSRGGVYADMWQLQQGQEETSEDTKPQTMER
N-glyco inh: N-linked glycosylation inhibition; reporter increase, % at 12.5 µM; 0.23% of 360,000 active; D54 ERlucT glycosylation luciferase reporter, 24 h; percent of 100 nM tunicamycin response;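 active = mean luciferase reporter signal, scaled so untreated is 0 and the glycosylation-blocking control 100, at or above a set limit in every replicate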;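 also: luciferase carries N-glycosylation sites so blocking glycosylation raises the light; 0% = median of neutral control wells and 100% = median of 100 nM tunicamycin wells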
HTR2A ag: agonists of mouse serotonin 5-HT2A receptor (HTR2A); P35363; CHO-K1 mHTR2A beta-arrestin complementation, luminescence; percent of 30 µM serotonin response; activation, % at 7.6 µM; 0.66% of 360,000 active; AID 624169;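 active = activation above a run cutoff, the mean activation of all tested compounds plus 3 SD, cut at about 14% in these data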;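 also: 0% = plate median of compound wells and 100% = 30 µM serotonin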
aDG glyco act: alpha-DG glycosylation activation | 0.22% of 360,000 active | activation, % at 10 µM | Pro5-aDG cells, alpha-DG glycosylation AlphaScreen (IIH6); 0% Pro5, 100% B10-LARGE cell signal;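 active = activation of at least 8% versus controls, or a plate z-score of at least 8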;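 also: Pro5 are CHO cells carrying HIG-tagged alpha-DG that lacks glycosylation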
hiPSC survival: hiPSC single-cell survival enhancement. AID 602274. 0.044% of 360,000 active. ATPlite luminescence; 100% = ROCK inhibitor wells, 0% = DMSO. survival enhancement, % at 20 µM; in the data active = survival enhancement above about 18%;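 also: cells exposed to compounds for 16 hours before the ATP read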
* = called active by the depositor; nt = no result given.

SMILES	H9c2 protect	CaV13 FRET inh	PDI turbidity	Exocytosis inh	Vif inh	ABCB6 inh MLPCN	N-glyco inh	HTR2A ag	aDG glyco act	hiPSC survival
Cc1cc(NC(c2cccnc2)c2c(C)[nH]c3ccccc23)no1 (stereo unspecified)	-5	nt	-5	4	nt	90	2	-2	0.5	-0.4
Cc1ccccc1CNC(=O)C(=O)NCC1OCCCN1S(=O)(=O)c1cccs1 (stereo unspecified)	0	-7	-6	1	-11	95	1	1	0.2	1.4
CCOC(=O)c1cnc2c(c(C)nn2C)c1Oc1ccc(OC)cc1	-3	-5	-4	4	25	92	1	6	0.0	1.9
CC(C)(C)OC(=O)n1cc(/C=N/NC(=O)c2ccco2)c2ccccc21	10	nt	-6	3	-1	94	1	-4	-0.2	1.0
CCOc1ccc(CN2CCN(Cc3cnc(N4CCOCC4)s3)CC2CCO)cc1 (stereo unspecified)	3	3	0	2	-12	96	-1	-2	0.0	-0.6
O=C(NC(c1ccc(-c2ccccc2)cc1)c1cnccn1)C1CCN(CCOc2ccc(F)cc2)CC1 (stereo unspecified)	8	-6	-3	-2	-1	101	-4	-9	3.4	-0.8
Cc1ccccc1CN1C(=O)CN(S(C)(=O)=O)CC1(C)C(=O)NCc1ccccc1 (stereo unspecified)	nt	-15	nt	9	nt	nt	nt	9	0.0	nt
Cc1ccc(C)c(CN2CCC(n3nccc3NC(=O)CCCc3ccccc3)CC2)c1	15	-7	1	6	3	95	-3	-7	-0.2	-0.5
CCn1c(CC(=O)Nc2cccc(OC)c2)nnc1SCC(=O)N1CCN(c2ccccc2)CC1	1	-6	-3	1	14	95	-3	-3	0.1	-2.7
O=C(c1ccc([N+](=O)[O-])s1)N1CCc2ccccc2C1	-9	-1	-12	2	1	100	4	-2	1.7	-0.2
NC(=O)c1sc2nc(-c3ccccc3)ccc2c1N	0	-13	0	4	61*	135	6	-6	0.0	-0.6
CCc1ccccc1NC(=O)C1C(c2ccccc2)C1(Cl)Cl (stereo unspecified)	-7	-8	-2	3	2	97	-2	-2	0.5	-1.3
Cc1ccccc1NC(=S)NC1CCN(Cc2ccccc2)CC1	-2	-5	6	2	-2	97	-4	-3	0.0	-3.2
Cc1ccc(Sc2ccc(N)cn2)cc1	-2	-2	15	-4	-5	97	1	-1	-0.1	-0.6
Cc1ccc(NC(=O)Nc2ccc3c(c2)N(C)C(=O)CS3)cc1C	0	-2	-5	7	-4	101	-2	-10	-0.2	7.0
CCN(CC)C(=O)N1CCN(C(=O)N(CC)CC)CC1	7	-4	-6	-15	26	97	0	1	-0.1	0.5
CC(=O)c1ccc(N2CCN(Cc3cc(=O)n4c(-c5ccccc5)csc4n3)CC2)cc1	-9	-5	-2	-6	-15	101	-3	2	0.5	-0.6
Cc1nc(N2CCN(c3ccccc3)CC2)nc2c1C(=O)CC(c1ccccc1)C2 (stereo unspecified)	-3	nt	5	-1	-6	100	-5	0	0.1	-1.9
Cc1ccc2cc(CN(CC(C)C)S(=O)(=O)c3ccccc3)c(=O)[nH]c2c1	-10	nt	-1	-1	-1	108	-4	-2	0.2	0.1
OCc1nnc2c3ccccc3c(-c3ccccc3)nn12	0	-7	4	0	0	99	4	-3	0.1	-4.3
O=C(/C=C/[C@H]1O[C@@H](n2cnc3c(NC(=O)c4ccccc4)ncnc32)[C@H](O)[C@@H]1O)NCc1cccc2ccccc12	3	-6	nt	4	nt	103	4	3	-0.1	0.1
Nc1c(C(=O)NCC2CCCO2)sc2nc3c(c(-c4ccco4)c12)CC/C3=C\c1ccco1 (stereo unspecified)	0	-19	9	-2	0	99	-3	4	0.1	-0.9
COc1ccc(NC(=O)CN2CCC(NC(=O)c3ccco3)CC2)c([N+](=O)[O-])c1	-1	-5	5	-7	6	104	-2	-2	0.3	0.3
Cc1cc(C)c(C)c(S(=O)(=O)N2CCC(C(=O)Nc3ccccc3N3CCOCC3)CC2)c1C	2	-14	-3	-5	0	89	1	3	0.1	2.9
Cc1cc(NC(=O)C(C)SCC(=O)OCC(=O)Nc2c(C)cccc2C(C)C)no1 (stereo unspecified)	11	-20	-10	3	4	91	0	4	-0.1	-0.4
Going on with the list:
SMILES	H9c2 protect	CaV13 FRET inh	PDI turbidity	Exocytosis inh	Vif inh	ABCB6 inh MLPCN	N-glyco inh	HTR2A ag	aDG glyco act	hiPSC survival
CCCCNC(=O)c1nc(-c2cc3ccccc3[nH]2)oc1-c1cccc(C(F)(F)F)c1	nt	-6	nt	-2	nt	nt	nt	16*	0.6	nt
O=C(CSc1nc2ccccc2[nH]1)N/N=C/C=C/c1ccccc1[N+](=O)[O-]	2	-2	4	-14	3	92	2	1	-0.1	-2.7
COc1ccc(/C(O)=C2/C(=O)C(=O)N(c3ccccn3)C2c2ccc(OC)cc2)cc1 (stereo unspecified)	10	-18	-4	6	-7	101	4	8	0.2	-0.1
O=C(CCCCn1c(=S)[nH]c2ccsc2c1=O)NCc1ccc2c(c1)OCO2	14	-4	-5	1	-8	92	-1	-1	1.1	0.2
CN(C)C(CNC(=O)C1CCN(S(=O)(=O)c2ccc(Cl)cc2)CC1)c1ccccc1 (stereo unspecified)	6	-19	-2	12	18	96	-2	0	-0.1	-0.4
Cc1ccc(C(=O)N2N=C(c3cccc(NS(C)(=O)=O)c3)CC2c2cccs2)cc1 (stereo unspecified)	13	-4	3	6	-9	98	0	-5	0.1	-0.3
NC(=O)c1sc(=S)n2c1[nH]c(=O)c1sccc12	10	-6	16	3	-1	103	2	5	0.1	-0.3
O=C(Nc1ccc(Oc2ccsc2C(=O)O)cc1)c1ccccc1F	2	-5	0	-2	6	97	-1	5	-0.1	0.5
COC(=O)C1=C[C@@H](C(=O)OC)[C@@H]2C3=C(C(=O)[C@]2(CC(C)C)NC(=O)c2ccccc2)[C@H](C)n2c(=O)n(-c4ccccc4)c(=O)n2[C@@H]3C1	6	-10	13	-2	1	105	1	-3	0.0	-3.2
Cc1nn(-c2ccc(F)cc2)c(Cl)c1/C=C(/CCC(=O)O)c1nc2ccccc2s1	-2	-6	1	-4	6	99	0	-2	0.4	1.8
Cc1nc(Cl)c(C(=O)NCc2ccccc2)c(C)c1[N+](=O)[O-]	4	-1	8	-15	5	101	0	4	-0.1	1.0
COC(=O)c1cc(=O)nc(NN=Cc2ccc(OC)cc2)s1	0	nt	nt	24	3	97	4	17*	-0.2	-0.7
CCOC(=O)c1cc(NC(=O)CCC(=O)O)ccc1N1CCCCC1	7	-3	0	2	12	96	2	1	0.0	-0.6
O=C(Cn1ccc([N+](=O)[O-])n1)N1CCCc2ccccc21	-4	-9	3	-12	13	100	-5	-5	-0.1	0.5
COc1ccc(NS(=O)(=O)c2cc(NC(=O)CCNC(C)=O)ccc2N2CCCCC2)cc1	-4	-6	5	0	7	83	-1	-6	-0.3	-0.6
O=C1NC(CCc2ccccc2)C(=O)N1Cc1cccc2ccccc12 (stereo unspecified)	2	-4	2	0	1	92	1	2	0.0	1.2
Cn1ccsc1=NC(=O)c1ccc(S(C)(=O)=O)cc1	-1	-2	7	-4	11	97	0	2	-0.1	0.3
COc1cc2c(cc1OC)-c1cc(Nc3ccccc3C)nc(=O)n1CC2	8	-5	-7	-20	-1	98	2	18*	0.0	-0.7
COCCn1c(SCC(=O)Nc2ccccc2)nc2c(oc3ccccc32)c1=O	-4	-4	-6	-4	3	89	-2	-2	-0.2	-0.6
COc1ccccc1CCc1nnc(CCC(=O)NCCCOc2cccnc2)o1	14	-7	5	-1	-6	98	-1	7	0.8	-1.4
O/N=C1\CC/C(=N\O)c2nn(-c3ccccc3Cl)nc21	-2	-9	2	-2	-2	95	-4	1	-0.1	-0.9
CSC1=N/C(=C\c2ccc(F)cc2)C(=O)S1	-2	nt	1	6	3	113	1	0	0.6	-0.2
CCNC(=O)C1(C)CCCN(C(=O)c2ccc3c(c2)C(C)(C)CCC3(C)C)C1 (stereo unspecified)	-3	-17	13	9	-13	102	0	2	-0.2	2.5
CCN(CCN(C)C)C(=O)c1ccc2c(c1NCCO)C(=O)c1ccccc1C2=O	8	-4	5	0	-6	104	2	-5	-0.1	-1.0
O=C(c1ccc(F)cc1)C1CCN(C(=O)c2c(F)cccc2F)CC1	-5	-2	-8	2	7	100	-8	-6	0.0	-0.4
Next part:
SMILES	H9c2 protect	CaV13 FRET inh	PDI turbidity	Exocytosis inh	Vif inh	ABCB6 inh MLPCN	N-glyco inh	HTR2A ag	aDG glyco act	hiPSC survival
Cc1ccsc1-c1nc(CSCC(=O)N2CCN(c3ccccc3)CC2)c(C)o1	-24	14	nt	-3	-14	95	0	-1	-0.2	1.6
CCN(CC)C(=O)c1n[nH]c(=O)c2ccccc12	12	-8	-5	1	-11	101	0	0	-0.5	3.2
Cc1ccc(-c2c(C(=O)O)c(C(=O)O)c3n2CSC3)cc1	6	-4	-13	3	-12	100	2	8	-0.1	-0.6
COc1ccc(-c2cc(-c3cccs3)c(C#N)c(SCC(=O)NCc3ccccc3OC)n2)cc1	2	-4	4	-3	2	94	-1	-1	0.6	-1.4
NS(=O)(=O)c1ccc(NC(=S)NCc2ccco2)cc1	-3	3	-4	0	-3	97	1	5	0.2	-0.7
CC(C)=CCC[C@H](C)C[C@@H]1Cc2[nH]c(=S)[nH]c(=O)c2[C@@H](c2ccc(F)cc2)O1	nt	-5	nt	12	nt	104	nt	1	0.3	0.1
O=C(Nc1nnc(SCCC2OCCO2)s1)C1CC(=O)N(c2ccccc2)C1 (stereo unspecified)	-1	-6	-3	-2	0	104	1	3	0.0	2.6
COC(=O)/C(=C\C(=O)c1ccccc1)Nc1ccc(OC)cc1	-6	1	6	1	-4	100	0	-2	-0.2	-0.5
COc1ccc(C2/C=C\CN(C(=O)OCC3c4ccccc4-c4ccccc43)CC(=O)N2Cc2cccc(F)c2)cc1 (stereo unspecified)	13	-6	4	-4	4	91	-2	7	0.0	0.9
COc1cc(C2C(C#N)=C(N)N(c3cccnc3)C3=C2C(=O)CC(C)(C)C3)ccc1O (stereo unspecified)	8	-9	2	-1	-4	89	2	2	0.0	-1.2
Cc1ccc(C)c(OCC(=O)Nc2ccccc2N2CCCC2)c1	-6	nt	-14	0	-3	108	-1	-2	0.0	0.7
C=CCN1C(=O)c2ccc(C(=O)N3CCN(S(=O)(=O)c4ccccc4Br)CC3)cc2C1=O	2	-4	-5	0	2	97	2	4	-0.1	0.3
CN(C)c1nc(N)nc(/C(C#N)=C/C2CC3C=CC2C3)n1 (stereo unspecified)	6	-5	5	-1	1	101	2	-1	-0.2	0.8
O=C(O)c1ccc2c(=O)n(-c3ccc(F)cc3)c(=S)[nH]c2c1	-3	-13	11	5	-1	93	2	4	-0.2	-0.2
Cc1cc(N(C)/N=C/c2ccccc2O)nc(-c2ccccc2O)n1	50*	-3	7	11	12	98	2	2	-0.4	-1.1
COc1ccc(-c2nnc(SCC(=O)Nc3nncs3)o2)cc1	-8	-3	5	-2	-5	98	0	0	1.1	0.0

Of the compounds above, three have a cyano group:
SMILES	H9c2 protect	CaV13 FRET inh	PDI turbidity	Exocytosis inh	Vif inh	ABCB6 inh MLPCN	N-glyco inh	HTR2A ag	aDG glyco act	hiPSC survival
COc1ccc(-c2cc(-c3cccs3)c(C#N)c(SCC(=O)NCc3ccccc3OC)n2)cc1	2	-4	4	-3	2	94	-1	-1	0.6	-1.4
COc1cc(C2C(C#N)=C(N)N(c3cccnc3)C3=C2C(=O)CC(C)(C)C3)ccc1O (stereo unspecified)	8	-9	2	-1	-4	89	2	2	0.0	-1.2
CN(C)c1nc(N)nc(/C(C#N)=C/C2CC3C=CC2C3)n1 (stereo unspecified)	6	-5	5	-1	1	101	2	-1	-0.2	0.8
